# High-throughput results deposited in PubChem BioAssay by National Center for Advancing Translational Sciences (NCATS).
# TDP1 block = inhibitors of human tyrosyl-DNA phosphodiesterase TDP1; Potency, µM (doses to about 130 µM), for inactives: top-dose activity change, negative = inhibition, actives largely listed as inhibitors; recombinant TDP1, AlphaScreen DNA substrate cleavage; 0.28% of 350,000 active; further: nearly all actives have a fitted effect of over 40% in size
# Target sequence (Q9NUW8 whole entry, looked up): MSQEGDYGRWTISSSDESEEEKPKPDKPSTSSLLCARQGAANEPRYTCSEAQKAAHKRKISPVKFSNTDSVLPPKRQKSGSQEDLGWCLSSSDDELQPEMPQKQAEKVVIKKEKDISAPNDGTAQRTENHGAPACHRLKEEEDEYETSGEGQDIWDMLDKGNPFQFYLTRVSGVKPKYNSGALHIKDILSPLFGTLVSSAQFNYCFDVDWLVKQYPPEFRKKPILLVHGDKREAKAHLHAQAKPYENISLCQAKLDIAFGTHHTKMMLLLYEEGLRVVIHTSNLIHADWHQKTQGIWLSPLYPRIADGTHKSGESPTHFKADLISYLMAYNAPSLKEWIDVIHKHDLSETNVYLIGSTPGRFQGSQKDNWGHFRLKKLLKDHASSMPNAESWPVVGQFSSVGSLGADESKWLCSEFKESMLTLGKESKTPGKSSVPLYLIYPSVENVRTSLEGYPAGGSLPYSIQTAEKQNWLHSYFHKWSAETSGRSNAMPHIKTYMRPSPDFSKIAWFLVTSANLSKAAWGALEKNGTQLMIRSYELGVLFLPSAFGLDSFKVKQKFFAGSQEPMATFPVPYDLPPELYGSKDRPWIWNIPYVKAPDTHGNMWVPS
#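 E. coli-derived human Tdp1, 1 nM final. Cpd preinc 15 min RT; substrate 15 nM final, 5 min RT; AS bead mix 10 ug/ml final, 10 min RT. Signal loss = tyrosine-FITC cleavage. No-enzyme wells = max signal.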
# DT40 TDP1 no CPT = qHTS for Inhibitors of human tyrosyl-DNA phosphodiesterase 1 (TDP1): qHTS in cells in absence of CPT; Potency, µM (titrated, usually from 46.2 µM), inactives show at the highest dose activity change, negative = growth inhibition, hits mostly inhibitors; 15% of 420,000 active; DT40 Tdp1-/- hTDP1 cells, no CPT, ATP luminescence, 48 h; further: nearly all actives have a fitted effect of over 55% in size
#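 Seeded 400 DT40-hTDP1 cells/well (vehicle DMSO, no 20 nM CPT); pinned compounds; ≥48 hr at 37 °C; CellTiter-Glo luminescence as viability measure.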
# TDP1 cell CPT = growth inhibition of DT40 Tdp1-/-;hTDP1 cells with camptothecin (screen for TDP1 inhibitors); chicken DT40 Tdp1-/-;hTDP1 cells + 20 nM CPT, ATP luminescence, 48 h; Potency, µM (series often up to 46.2 µM), without a hit: at the highest dose activity change, negative = growth inhibition, actives largely listed as inhibitors; 12% of 420,000 active; AID 686979; further: nearly all actives have a fitted effect of over 55% in size
#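 Chicken DT40 Tdp1-/- cells stably complemented with human TDP1 were seeded at 400 cells/well in medium containing 20 nM camptothecin, exposed to pin-transferred compounds, and grown at 37 °C for at least 48 hr. Viability was read as ATP luminescence.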
# Numbers without * were called inactive; ? = inconclusive; / = not tested or not shown; [ ] = remark or other dose. The call rests on the fitted dose curve; in most records, active means well fitted curve in the direction sought with a large enough effect; inconclusive means small, poorly fitted or top-dose-only effect, or another doubt; inactive means no such curve, though single readings can be large; an effect the other way counts as inactive or inconclusive. On the % scale 0 is the no-effect control and ±100 the full control effect; potency means the concentration at half of the fitted maximal effect.
1: Cn1nc(-c2ccccc2)c2cc(C(=O)O)sc21
2: Cc1ccc(NC(=O)CSc2nnc(NC(=O)c3ccc(S(=O)(=O)N4CCOCC4)cc3)s2)cc1
3: CNC[C@@H]1Oc2c(NS(C)(=O)=O)cccc2C(=O)N([C@@H](C)CO)C[C@H]1C
4: Cc1ccc(NC(=O)CCNC(=O)c2ccc(Br)cc2)cc1S(=O)(=O)N1CCCCCC1
5: O=C(Nc1ccccc1Cl)Nc1ccnn1C1CCN(C(=O)CCN2CCCO2)CC1
6: COc1ccc(CCNS(=O)(=O)c2ccc(-n3cnnn3)c(OC)c2)cc1OC
entry no.,1,2,3,4,5,6
TDP1 block,9%,1%,0%,4%,6%,3%
DT40 TDP1 no CPT,-14%,?,-1%,16µM*,3%,7%
TDP1 cell CPT,-18%,-20%,-4%,?,-1%,-12%

7: COc1ccc(OC)c(Nc2nc(N)nc(CCl)n2)c1
8: CC(C)CNC(=O)CO/N=C/c1ccccc1Cl
9: O=C(O)c1ccc(N2C(=O)c3cccc4cccc(c34)C2=O)cc1
10: COc1ccc(N(CC(=O)Nc2cccc(C)c2)S(=O)(=O)c2c(C)noc2C)cc1
11: CCNC(=O)c1ccc2c(c1)sc1nc(-c3cccc(OC)c3)cn12
12: O=C(NCCCN1CCCC(O)C1)c1cc(COc2ccc(F)cc2F)on1 (centres undefined)
entry no.,7,8,9,10,11,12
TDP1 block,/,3%,0%,-3%,0%,3%[56.1 µM]
DT40 TDP1 no CPT,18µM*,-6%,-7%,2.9µM*,7.3µM*,-11%
TDP1 cell CPT,12µM*,4%,2%,?,6.5µM*,-3%

13: Cc1ccc(SCCNC(=O)c2ccc(C)c(S(=O)(=O)Nc3ccccc3C)c2)cc1
14: Cn1c(C(=O)N2CCCC(C(=O)NCCc3ccccc3)C2)cc2sccc21 (centres undefined)
15: CCOC(=O)c1sc(NC(=O)c2cccc(S(=O)(=O)N3CCc4ccccc43)c2)c(C#N)c1C
16: Cc1ccc(S(=O)(=O)c2nc(-c3ccco3)oc2SCc2ccc(F)cc2)cc1
17: CCOC(=O)c1c(-c2ccccc2)oc2ccc(OC(C)C(=O)O)cc12 (centres undefined)
18: CCCn1nc2ccccc2c1P(=N)(N1CCOCC1)N1CCOCC1
entry no.,13,14,15,16,17,18
TDP1 block,4%,6%,/,0%,/,0%
DT40 TDP1 no CPT,22µM*,5.8µM*,2.9µM*,?,-12%,-7%
TDP1 cell CPT,?,5.8µM*,5.8µM*,21µM*,1%,-1%

19: Cc1ccc(NS(=O)(=O)c2ccc(-c3cnc(C4CC4)o3)cc2)cc1N(C)C
20: N#CCCNS(=O)(=O)c1ccc(C(=O)OCC(=O)Nc2ccc3c(c2)OCO3)cc1
21: O=C(CN1CCN(CC(=O)c2ccccc2)CC1)c1ccccc1
22: O=C(c1cccc(Cl)c1)N1CCN(Cc2c[nH]c3ccccc23)CC1
23: CCN(CC)Cc1cc2[nH]c3c4ccc(Cl)cc4ncc3c2cc1OC
24: O=C(CSc1n[nH]c(-c2ccncc2)n1)Nc1ccc(Cl)cc1
entry no.,19,20,21,22,23,24
TDP1 block,9%,3%,/,3%,/,8%
DT40 TDP1 no CPT,0.73µM*,-5%,-30%,?,5µM*,-17%
TDP1 cell CPT,1µM*,4%,?,-27%,3.2µM*,7%

25: CS(=O)(=O)/C(C#N)=C/c1cccn1S(=O)(=O)c1cccc2ccccc12
26: O=C(CSc1nnc(Cc2ccccc2)o1)Nc1ccccc1
27: CCOc1ccccc1C(=O)NC1CCN(CC(=O)Nc2cc(OC)ccc2OC)CC1
28: CN1N=C(C(=O)N2CCN(c3ccc([N+](=O)[O-])cc3)CC2)CCC1=O
29: Cc1cccc(C(=O)N2CCN(S(=O)(=O)c3ccc4c(c3)OCCCO4)CC2)c1[N+](=O)[O-]
30: O=C(/C=C\Nc1ccc2c(c1)OCO2)c1ccccn1
entry no.,25,26,27,28,29,30
TDP1 block,/,2%,/,6%,3%,8%
DT40 TDP1 no CPT,16µM*,-17%,16µM*,-7%,?,?
TDP1 cell CPT,16µM*,-12%,21µM*,4%,?,-33%

31: CCOc1ccccc1N(CC(=O)Nc1ccccc1F)S(=O)(=O)c1ccccc1
32: CC(=O)NCCc1ccc(S(=O)(=O)Nc2ccc(NC(=O)c3ccc(F)cc3)cc2)cc1
33: O=C(NCCCn1ccnc1)c1cccc(S(=O)(=O)NCc2ccccc2)c1
34: COc1cc(/C=N/NC(=O)CCn2c3ccccc3c3ccccc32)ccc1O
35: COc1ccc(S(=O)(=O)N(C)c2ccc(C(=O)N3CCN(C)CC3)cc2)cc1
36: N#Cc1c2n(c3c(=O)[nH]cnc13)CCCC2
entry no.,31,32,33,34,35,36
TDP1 block,1%,1%,1%,3%,4%[56.1 µM],5%
DT40 TDP1 no CPT,-26%,-10%,-8%,23µM*,-28%,-18%
TDP1 cell CPT,-24%,-6%,-17%,?,-15%,-2%

# As entered above.
# Result for compound 19 in DT40 TDP1 no CPT: 0.73µM*
# Result for compound 13 in DT40 TDP1 no CPT: 22µM*
# Result for compound 27 in TDP1 cell CPT: 21µM*
# Result for compound 15 in DT40 TDP1 no CPT: 2.9µM*

# Later entries
37: O=C(Cn1c(=O)sc2ccccc21)Nc1ccccc1
38: COC(=O)Cn1nc(-c2ccc(C)c(S(=O)(=O)N(C)C)c2)c2ccccc2c1=O
39: CC(=O)Nc1ccc(S(=O)(=O)NCCC(=O)N2CCN(C(c3ccccc3)c3ccccc3)CC2)cc1
40: COc1ccc(NC(=O)COC(=O)CCc2nc3ccccc3c(=O)[nH]2)c(OC)c1
41: CCOC(=O)c1ccc(NC(=O)CCNS(=O)(=O)c2cc(Br)cnc2N)cc1
42: COc1ccc2oc(-c3ccc(C)c(NC(=O)c4ccc(N5CCCCC5)c([N+](=O)[O-])c4)c3)nc2c1
entry no.,37,38,39,40,41,42
TDP1 block,2%,0%,/,1%,2%,2%
DT40 TDP1 no CPT,21µM*,?,16µM*,-18%,0%,3%
TDP1 cell CPT,26µM*,-12%,?,-2%,-22%,-2%

43: CC(=O)N1CCN(C(=O)CNC(=O)c2ccc(Br)o2)CC1
44: O=c1cc(-c2ccc(O)cc2)oc2cc(O)c(C3OC(CO)C(O)C(O)C3O)c(O)c12 (centres undefined)
45: COc1cccc(-c2cc3nc(-c4ccccc4)cc(N4CCN(C(=O)c5ccoc5)CC4)n3n2)c1
46: Cn1cccc1CC(=O)N/N=C/c1ccc([N+](=O)[O-])cc1
47: Nc1ccc(S(=O)(=O)Nc2nc(-c3ccccc3)cc(-c3ccccc3)n2)cc1
48: CCN(CC(=O)NCC(=O)Nc1ccc(Br)cc1C)Cc1ccccc1
entry no.,43,44,45,46,47,48
TDP1 block,4%,-3%,/,5%,/,/
DT40 TDP1 no CPT,6%,?,5.2µM*,0%,-9%,?
TDP1 cell CPT,3%,-28%,7.3µM*,0%,-8%,-19%

# A section from the list above, for reference:
47: Nc1ccc(S(=O)(=O)Nc2nc(-c3ccccc3)cc(-c3ccccc3)n2)cc1
48: CCN(CC(=O)NCC(=O)Nc1ccc(Br)cc1C)Cc1ccccc1
entry no.,47,48
TDP1 block,/,/
DT40 TDP1 no CPT,-9%,?
TDP1 cell CPT,-8%,-19%

# New compounds follow
49: CCC(C)[C@H](NC(=O)[C@H](Cc1ccccc1)n1c(=O)[nH]c2ccccc2c1=O)C(=O)NCC1CCC(C(=O)O)CC1 (some centres undefined)
50: COc1ccc(NC(=O)C2CCN(Cc3cnn(-c4ccccc4)c3-n3cccc3)CC2)cc1OC
51: O=C(NC1CC2CCCC(C1)N2C(=O)Nc1ccc(F)cc1)c1ccccc1 (centres undefined)
52: C=CCOc1ccc(/C=C/C(=O)OCc2csc(CC(=O)Nc3ccccc3C)n2)cc1
53: CCN1C(=O)C(CC(=O)Nc2ccc(Cl)cc2)N(NC(=O)c2ccncc2)C1=S (centres undefined)
54: CCCCSc1ccc2nc(-c3ccc(C#N)cc3)cn2c1
entry no.,49,50,51,52,53,54
TDP1 block,/,3%,1%,0%,7%,-1%
DT40 TDP1 no CPT,11%,?,-2%,-2%,-13%,?
TDP1 cell CPT,55%[activator],?,4%,3%,3%,?

55: COc1ccc(CNC(=O)CCn2c(C)csc2=O)cc1
56: CC(=O)NC(NC(C)=O)c1ccc(Br)cc1
57: O=[N+]([O-])c1ccc(C=NNC(=S)Nc2ccc(F)cc2)cc1
58: CCOC(=O)C1(C)CCCN(C(=O)c2ccc(F)cc2Cl)C1 (centres undefined)
59: COc1cccc(C#Cc2ccc3c(c2)O[C@@H](CN(C)C(=O)c2ccccn2)[C@@H](C)CN([C@H](C)CO)S3(=O)=O)c1
60: O=C(CSc1ccc(-c2ccc(F)cc2)nn1)N1CCN(c2ccccc2)CC1
entry no.,55,56,57,58,59,60
TDP1 block,0%[56.1 µM],1%,/,/,/,0%
DT40 TDP1 no CPT,8%,-16%,2.9µM*,-29%,?,-5%
TDP1 cell CPT,8%,-2%,1.5µM*,-30%,?,-24%

# Single records (already shown). Order of screens: TDP1 block	DT40 TDP1 no CPT	TDP1 cell CPT
# `Cc1ccc(NC(=O)CSc2nnc(NC(=O)c3ccc(S(=O)(=O)N4CCOCC4)cc3)s2)cc1` is listed with 1%	?	-20%
# `COc1ccc(CNC(=O)CCn2c(C)csc2=O)cc1` is listed with 0%[56.1 µM]	8%	8%
# `COc1ccc(NC(=O)COC(=O)CCc2nc3ccccc3c(=O)[nH]2)c(OC)c1` is listed with 1%	-18%	-2%

# (next part)
61: COc1ccccc1CNC(=O)c1ccc2c(c1)OCO2
62: CC(=O)Nc1ccc(S(=O)(=O)NCc2cc(=O)n(C)c(=O)n2C)cc1
63: S=c1[nH]nc(COc2ccccc2)n1-c1ccc(Cl)cc1
64: O=C(c1cc(COc2ccc(F)cc2Cl)on1)N(Cc1ccncc1)CC1CCCO1 (centres undefined)
65: COc1ccc(N(C(=O)Cn2nnc(-c3ccc(C)o3)n2)C(C(=O)NC2CCCC2)c2ccncc2)cc1 (centres undefined)
66: c1nnc(NCNc2nncs2)s1
entry no.,61,62,63,64,65,66
TDP1 block,/,5%,/,/,/,/
DT40 TDP1 no CPT,-29%,5%,23µM*,?,?,?
TDP1 cell CPT,5%,4%,14%,?,-30%,?

# Part of the list above, as tab-separated lines:
cpd	Compound	TDP1 block	DT40 TDP1 no CPT	TDP1 cell CPT
61	COc1ccccc1CNC(=O)c1ccc2c(c1)OCO2	/	-29%	5%
62	CC(=O)Nc1ccc(S(=O)(=O)NCc2cc(=O)n(C)c(=O)n2C)cc1	5%	5%	4%
63	S=c1[nH]nc(COc2ccccc2)n1-c1ccc(Cl)cc1	/	23µM*	14%
64	O=C(c1cc(COc2ccc(F)cc2Cl)on1)N(Cc1ccncc1)CC1CCCO1 (centres undefined)	/	?	?

# The list continues:
67: CC(=O)c1ccc(NC(=O)/C(=C\c2ccco2)NC(=O)c2ccco2)cc1
68: CS(=O)(=O)c1ccc(C(=O)OCC(=O)c2ccc(Cl)s2)cc1
69: CC(C)NC(=O)CC(=O)Nc1ccc2nc3n(c(=O)c2c1)CCCCC3
70: Cn1cc(C(=O)C(F)(F)F)c2ccccc21
71: CCOc1ncccc1C(=O)Nc1ccc(S(=O)(=O)Nc2nccs2)cc1
72: Cc1ccc(CSc2ncnc3c2cnn3-c2ccccc2)cc1
entry no.,67,68,69,70,71,72
TDP1 block,9%,1%,6%,-5%,5%,1%
DT40 TDP1 no CPT,18%,-2%,-11%,-10%,-28%,?
TDP1 cell CPT,4%,-8%,6%,-12%,-17%,-8%

73: CN1CCN(C(=O)/C(=C/c2ccccc2Cl)NC(=O)c2ccccc2)CC1
74: CCOC(=O)N1CCN(C(=S)NC2CCCCC2)CC1
75: COc1ccc(-c2csc3nc(C)n(-n4cccc4)c(=O)c23)cc1
76: COc1cccc(C2CC(c3ccc(F)cc3)Nc3nc(N)nn32)c1 (centres undefined)
77: CCn1nc(C(=O)Nc2nc3ccc(C)cc3s2)c2ccccc2c1=O
entry no.,73,74,75,76,77
TDP1 block,-5%[0.0935 µM],-3%,4%,4%,5%
DT40 TDP1 no CPT,-17%,-12%,?,-21%,-22%
TDP1 cell CPT,19%,-22%,?,?,-19%
